PfG6PD inh = PfG6PD (Plasmodium falciparum) enzyme inhibition; inhibition, % at 20 µM; AID 504690; 350,000 compounds, 0.78% hits; PfGluPho enzyme, NADPH resazurin-diaphorase fluorescence;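 active = inhibition reaching at least a set limit at 20 µM in the primary screen, cut at about 59% in these data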;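 note: 0% = DMSO wells with substrate and 100% = DMSO wells lacking glucose-6-phosphate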
SENP8 block-1 = SENP8 protease inhibition | purified SENP8, Z-RLRGG-aminoluciferin cleavage, luminescence | inhibition, % at 10 µM | AID 2540 | 330,000 compounds, 1.2% hits; in the data active = inhibition above about 50%
HKDC1 inhibitor = blocks human hexokinase HKDC1 activity. recombinant HKDC1, G6PDH/diaphorase resazurin coupled fluorescence. inhibition, % at 20 µM. 340,000 compounds, 0.16% hits. AID 493160;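 active = inhibition above about 35% when tested at 20 µM, limit read from the data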;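 note: plate controls were DMSO wells with enzyme for no effect and DMSO wells lacking enzyme for full effect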
Target sequence (Q2TB90 whole entry, looked up): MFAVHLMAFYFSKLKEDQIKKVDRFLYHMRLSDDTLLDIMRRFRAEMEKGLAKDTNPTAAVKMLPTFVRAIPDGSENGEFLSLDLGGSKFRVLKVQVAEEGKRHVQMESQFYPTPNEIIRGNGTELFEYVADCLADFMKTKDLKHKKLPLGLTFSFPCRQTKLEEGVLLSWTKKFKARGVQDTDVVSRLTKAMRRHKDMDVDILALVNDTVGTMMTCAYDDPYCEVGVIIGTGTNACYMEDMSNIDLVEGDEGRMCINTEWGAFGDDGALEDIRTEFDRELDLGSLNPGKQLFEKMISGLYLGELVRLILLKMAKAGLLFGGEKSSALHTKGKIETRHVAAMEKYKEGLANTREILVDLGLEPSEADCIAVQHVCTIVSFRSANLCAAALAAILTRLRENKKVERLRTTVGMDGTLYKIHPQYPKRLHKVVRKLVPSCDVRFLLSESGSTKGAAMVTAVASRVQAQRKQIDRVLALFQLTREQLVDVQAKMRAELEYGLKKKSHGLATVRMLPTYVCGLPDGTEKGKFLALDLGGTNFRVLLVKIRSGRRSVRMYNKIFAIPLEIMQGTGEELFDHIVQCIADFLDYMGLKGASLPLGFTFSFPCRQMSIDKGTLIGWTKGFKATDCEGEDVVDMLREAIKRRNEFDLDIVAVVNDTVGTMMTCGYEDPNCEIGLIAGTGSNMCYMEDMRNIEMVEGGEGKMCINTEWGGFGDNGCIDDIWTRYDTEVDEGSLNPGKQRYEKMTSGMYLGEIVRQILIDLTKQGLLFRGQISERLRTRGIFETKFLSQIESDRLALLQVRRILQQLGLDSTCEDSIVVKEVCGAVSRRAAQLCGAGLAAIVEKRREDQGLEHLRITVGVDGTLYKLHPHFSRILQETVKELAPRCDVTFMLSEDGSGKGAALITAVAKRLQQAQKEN
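System: Recombinant HKDC1 hexokinase | Amount: HKDC1 at 5 µg/mL | Reagent: Glucose with 1 mM ATP | Doses: Single 20 µM dose | Incubation: Reaction time 90 min, room temperature, protected from light | Signal: Coupled resazurin fluorescence, excitation 525 nm, emission 613 nm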
SENP6 block = blocks the human protease SENP6. Q9GZR1. Recombinant SENP6 catalytic domain, aminoluciferin luminescence. inhibition, % at 10 µM. 330,000 compounds, 1.8% hits. AID 2599;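 active = inhibition above about 50% at the single tested dose, limit read from the data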;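 note: plate controls were DMSO wells with enzyme for no effect and DMSO wells lacking enzyme for full effect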
MIN6 prolif = MIN6 beta-cell proliferation induction; MIN6 cells proliferation, ATPlite luminescence, 48 h; cells starved in 0.2% serum; 100% = growth in 10% serum; 330,000 compounds, 0.29% hits; proliferation, % at 10 µM; AID 2380;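 active = compounds whose signal lies at least 3.5 SD above the mean of all wells on their plate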;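 note: 0% = DMSO-treated cells in low-serum medium and 100% = 10% serum control; some compounds called inactive have numbers as strong as hits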
SENP8 block-2 = SENP8 (human) protease inhibition | recombinant SENP8, Nedd8 substrate fluorescence | inhibition, % at 20 µM | 360,000 compounds, 0.64% hits | AID 602440; in the data active = inhibition mostly above about 40%, no sharp cut-off; inactive = mostly below about 27%
SENP1 inh = blocks the human SENP1 SUMO protease catalytic domain; Q9P0U3; recombinant SENP1 catalytic domain, CyPet-SUMO1-YPet FRET cleavage; inhibition, % at 10 µM; 360,000 compounds, 0.21% hits; AID 624204;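 active = inhibition at least 30% at 10 µM, raw YFP signal under a set limit, fluorescence ratio 0.5 to 1.5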;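 note: 0% = enzyme with DMSO and 100% = no enzyme wells; some results filed as inactive read as strong as hits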
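system = hSENP1 catalytic domain, recombinant | reagent = SFCypet-SUMO1-SFYpet substrate at 25 nM | doses = one dose per compound, 10 µM, 0.5% DMSO | incubation = enzyme reaction for 50 min at room temperature, dark | measured by = FRET, CFP and YFP emission | controls = no-enzyme low, enzyme-DMSO high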
UBC13 inh = blocks human UBC13 polyubiquitin chain formation | P61088 | TR-FRET | inhibition, % at 20 µM | 330,000 compounds, 0.47% hits; in the data active = inhibition above about 45%, passing the limit was not always enough
SENP7 block = SENP7 protease inhibition; Q9BQF6; recombinant SENP7, Z-RLRGG-aminoluciferin luminescence, 40 min; inhibition, % at 5 µM; 330,000 compounds, 1.5% hits; AID 434973;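 active = inhibition above about 50% at the single test dose, limit read from the data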;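 note: plate controls were DMSO with enzyme for no effect and no enzyme buffer wells for full effect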
Starred values were filed as active, the others as inactive; . = not tested or not shown.

SMILES	PfG6PD inh	SENP8 block-1	HKDC1 inhibitor	SENP6 block	MIN6 prolif	SENP8 block-2	SENP1 inh	UBC13 inh	SENP7 block
CCN1C(=O)[C@H]2[C@@H](c3ccc(Cl)cc3)N3C(=O)CN(Cc4ccccc4)C(=O)[C@@]3(C)[C@H]2C1=O	6	-16	-6	-6	-1	-8	-3	0	8
COc1ccccc1NC(=O)C(C)OC(=O)CCSc1ccc(F)cc1 (stereo not drawn)	4	-11	-3	1	-1	10	4	7	15
CCn1cc(C(=O)N2CCN(c3ccc(OC)cc3)CC2)c(=O)c2cc(S(=O)(=O)N3CCOCC3)ccc21	10	6	3	-4	1	19	2	-7	5
CCOC(=O)c1nc(Nc2ccc(N3CCOCC3)cc2)c2ccccc2n1	25	3	6	15	6	22	1	-10	-6
O=C(c1cc(Cl)cc(Cl)c1)N1CCC2CC1c1cc(-c3ccc4c(c3)OCO4)ccc12 (stereo not drawn)	10	.	-2	.	.	9	2	.	.
CCCn1nc(NC(=O)C(C)C)c2cc3cc(OC)ccc3nc21	-20	-3	12	-4	1	-270	-24	4	-4
CCCCN(C)CCNC(=O)C1CCCN(S(=O)(=O)c2cccc3nsnc23)C1 (stereo not drawn)	1	-2	-2	-7	4	13	5	0	-1
CCOc1cc(C2NN=C(c3ccccc3)S2)ccc1OCc1ccc(F)cc1 (stereo not drawn)	15	50*	-2	83*	-4	-334	4	4	-12
COc1ccc(N(CC(=O)NCc2ccccc2OC)S(=O)(=O)c2ccccc2[N+](=O)[O-])c(OC)c1	6	-1	-2	-3	1	8	2	8	-2
COc1ccccc1Nc1nc(C)c(C(=O)Nc2ccccc2)s1	22	-4	-4	1	-4	-413	0	4	11
NC(=O)c1ccc(NC(=O)COC(=O)c2ccc([N+](=O)[O-])cc2)cc1	-9	-5	-3	-23	0	14	1	-16	-5
Nc1nc(=O)n(C2CCCCO2)cc1Br (stereo not drawn)	6	.	-4	.	.	-1	2	.	.
NC(=O)C1CCN(C(=O)C(=O)c2cn(CC(=O)N3CCCC3)c3ccccc23)CC1	-1	9	-4	6	-5	3	-2	4	3
CCn1c2ccccc2c2cc(/C=N/NC(=O)c3ccccc3C)ccc21	7	1	2	6	-2	-254	2	1	0
Cc1ccc(-c2nn(-c3ccccc3)cc2C2CC(c3cccs3)=NN2C(=O)CCCC(=O)O)cc1 (stereo not drawn)	-35	1	9	2	-4	-314	-1	0	0
COc1ccc(CNC(=O)CCSCc2ccccc2C)cc1	-4	2	-4	1	3	0	0	-1	-3
COc1ccc(N2CCN(C(=O)CN(C)S(=O)(=O)c3ccc4c(c3)c(=O)n(C)c(=O)n4C)CC2)cc1	-1	-2	-4	-4	-1	8	4	-10	5
Cc1ccc(S(=O)(=O)N2CCCCC2c2cccnc2)c(C)c1C (stereo not drawn)	5	1	-4	-11	3	25	0	11	2
COc1ccc(Nc2cc(C)c3ccccc3n2)cc1	66*	-7	1	-4	0	-371	1	5	1
CC(C)CCn1c(O)c(N=Nc2ccccn2)c2ccccc21	6	-13	-1	-8	0	0	20	-6	-14
C/C(=N\NC(=O)OC(C)(C)C)c1ccccc1Br	3	-10	1	-14	0	3	3	-9	6
COCC(=O)N(C)C1(c2nnnn2CCOC(=O)Nc2cccc3ccccc23)CCCC1	7	1	5	3	-3	-61	2	-9	5
O=C(Nc1ccccc1)c1nc[nH]c1C(=O)NCCNC(=O)c1[nH]cnc1C(=O)Nc1ccccc1	9	5	1	6	2	11	5	3	1
O=C(CSc1nnc(COc2ccccc2Cl)o1)Nc1ccccc1	4	-7	0	-13	0	16	3	8	3
CC(=O)c1ccc(NC(=O)COC(=O)CC2CC3CCC2C3)cc1 (stereo not drawn)	0	-1	1	0	-3	20	4	8	-9

Laid out differently: entries from further up.
canonical_smiles: COc1ccc(N(CC(=O)NCc2ccccc2OC)S(=O)(=O)c2ccccc2[N+](=O)[O-])c(OC)c1
  PfG6PD inh: 6; SENP8 block-1: -1; HKDC1 inhibitor: -2; SENP6 block: -3; MIN6 prolif: 1; SENP8 block-2: 8; SENP1 inh: 2; UBC13 inh: 8; SENP7 block: -2

canonical_smiles: COc1ccccc1Nc1nc(C)c(C(=O)Nc2ccccc2)s1
  PfG6PD inh: 22; SENP8 block-1: -4; HKDC1 inhibitor: -4; SENP6 block: 1; MIN6 prolif: -4; SENP8 block-2: -413; SENP1 inh: 0; UBC13 inh: 4; SENP7 block: 11

canonical_smiles: NC(=O)c1ccc(NC(=O)COC(=O)c2ccc([N+](=O)[O-])cc2)cc1
  PfG6PD inh: -9; SENP8 block-1: -5; HKDC1 inhibitor: -3; SENP6 block: -23; MIN6 prolif: 0; SENP8 block-2: 14; SENP1 inh: 1; UBC13 inh: -16; SENP7 block: -5

canonical_smiles: Nc1nc(=O)n(C2CCCCO2)cc1Br (stereo not drawn)
  PfG6PD inh: 6; SENP8 block-1: .; HKDC1 inhibitor: -4; SENP6 block: .; MIN6 prolif: .; SENP8 block-2: -1; SENP1 inh: 2; UBC13 inh: .; SENP7 block: .

Continuation.
SMILES	PfG6PD inh	SENP8 block-1	HKDC1 inhibitor	SENP6 block	MIN6 prolif	SENP8 block-2	SENP1 inh	UBC13 inh	SENP7 block
Cc1ccc(O)c(CCc2ccc(O)cc2)n1	1	-1	-9	11	-2	-58	2	-5	-7
Cc1ccc(S(=O)(=O)N2CCN(C(=O)CCn3nc(C)c(C)c3C)CC2)cc1	-12	-2	-7	-6	4	-2	0	2	1
Cc1c(NC(=O)c2cc(-c3ccc4c(c3)OCO4)on2)c(=O)n(-c2ccccc2)n1C	1	-3	-10	-11	3	16	0	-5	9
CN(C)S(=O)(=O)c1ccc(Cl)c(C(=O)NC2CCN(Cc3ccccc3)C2)c1 (stereo not drawn)	1	-9	-10	-6	-2	14	-1	-2	-3
Nc1nc(C(F)(F)F)cc(=O)[nH]1	2	0	-9	-18	-1	10	0	-4	2
O=C(N/N=C/c1cc(Cl)ccc1O)c1ccc(Br)cc1	-15	.	-29	.	.	-11	-26	.	.
COc1ccc(CCOC(=O)c2cccc(NC(C)=O)c2)cc1	-15	-5	5	-11	-1	2	-1	7	-11
NC(=O)c1c(NC(=O)CCCn2cnc([N+](=O)[O-])n2)sc2c1CCCC2	76*	-3	-12	4	-1	25	-3	6	4
COc1ccc(Cc2nnc(NS(=O)(=O)Cc3ccccc3)s2)cc1	-31	-5	-1	-10	3	4	-2	-7	-10
O=[N+]([O-])c1ccc(N2CCN(c3ccccc3)CC2)cc1	8	2	-1	21	-2	22	3	-12	-10
C=CCn1c(SCC(=O)NC2CC2)nnc1-c1cccs1	0	-1	-3	-15	-4	0	2	4	-7
CC(=O)Nc1nnc(-c2c(-c3c(Cl)cccc3Cl)noc2C)o1	-10	-5	0	1	-1	17	1	3	-1
COc1ccc(-c2cc(C(=O)N/N=C/c3cccnc3)c3ccccc3n2)cc1	15	-10	-3	8	-5	-366	2	-2	-18
CC(C)Cc1nc2n[nH]c(N)c2c2c1COC(C)(C)C2	4	4	-3	17	0	-14	2	0	-5
COc1ccc(NC(=O)CN(C)C(=O)c2cccc(S(=O)(=O)N3CCN(C)CC3)c2)cc1	15	-5	-1	-15	10	-2	-1	-4	-10
COc1ccc(CCNC2CC(=O)N(CCc3ccc(OC)c(OC)c3)C2=O)cc1 (stereo not drawn)	-7	3	-8	5	0	14	1	-1	3
COc1cccc(C2Nc3ccc4ccccc4c3C3=C2C(=O)CCC3)c1O (stereo not drawn)	-3	-6	-5	21	-1	-61	6	-14	1
CN1CCN(C(=O)c2cn(-c3ccccc3)nc2-c2cccnc2)CC1	-8	-5	0	-14	0	30	0	-4	8
Cc1cc(C)nc(OC(C(=O)O)C(OCCc2ccccc2)(c2ccc(F)cc2)c2ccc(F)cc2)n1 (stereo not drawn)	-9	-7	5	2	-2	8	0	-20	-19
CCCCN(CCCNC(=O)C1CCN(C(=O)c2cc3sccc3n2C)CC1)Cc1ccccc1	-11	3	3	7	-4	2	1	8	3
CCN(CC(=O)NCc1cccs1)C(=O)c1ccc(N(C)S(=O)(=O)c2ccc(C)cc2)cc1	0	.	-4	.	.	13	0	.	.
COC(CNS(=O)(=O)c1cccc2nonc12)OC	12	6	-7	-4	-3	1	3	0	-8
O=c1c(-c2ccc(Cl)cc2)[n+]([O-])c2ccccc2n1OCc1nc2ccccc2[nH]1	12	-4	-2	-24	-1	-96	-34	-1	4

Random excerpt: 5 compounds from above, in no set order.
SMILES	PfG6PD inh	SENP8 block-1	HKDC1 inhibitor	SENP6 block	MIN6 prolif	SENP8 block-2	SENP1 inh	UBC13 inh	SENP7 block
COc1ccc(Cc2nnc(NS(=O)(=O)Cc3ccccc3)s2)cc1	-31	-5	-1	-10	3	4	-2	-7	-10
Cc1ccc(O)c(CCc2ccc(O)cc2)n1	1	-1	-9	11	-2	-58	2	-5	-7
COCC(=O)N(C)C1(c2nnnn2CCOC(=O)Nc2cccc3ccccc23)CCCC1	7	1	5	3	-3	-61	2	-9	5
CCOc1cc(C2NN=C(c3ccccc3)S2)ccc1OCc1ccc(F)cc1 (stereo not drawn)	15	50*	-2	83*	-4	-334	4	4	-12
O=C(CSc1nnc(COc2ccccc2Cl)o1)Nc1ccccc1	4	-7	0	-13	0	16	3	8	3

Screens (PubChem)
